Bioassay records from PubChem.
XiGFP reactiv – reactivates the inactive X chromosome in mouse fibroblasts | XiGFP mouse fibroblasts, % GFP-positive cells imaging, 3 d; cells co-treated with 5-aza-dC sensitizer; scaled so ellipticine positive control = 100% | activation, % at 7.58 µM | actives 0.055% (n = 360,000);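 active = mean normalized replicate activation at least 10% and every replicate at or above 10%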;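 note: 0% = median of on-plate neutral control wells and 100% = ellipticine 6 µM median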
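Schedule: 3 d treatment, 15 min room-temperature fixation; system: 68-5-11 XiGFP fibroblast line; buffer or medium: DMEM plus 5-aza-dC sensitizer; control set: ellipticine 6 µM positive control; compound: one concentration, pinned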
Cneo AK release – causes C. neoformans cell lysis | actives 0.2% (n = 360,000) | adenylate kinase release luminescence, 4 h; normalised: neutral wells 0, clomiphene wells 100 | lysis activity, % at 15 µM;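 active = mean lysis activity across replicates of at least 80%, whatever share of replicates individually reach that level; inactive = mean lysis activity below 80%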
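Material – Cryptococcus neoformans yeast cells · Quantity – 5 × 10^6 yeast cells/mL · Buffer or medium – YPD medium · Compound – single dose · Timing – 4 h static compound exposure, 37 °C, read 1 h post-reagent · Signal – adenylate kinase release luminescence · Read-out basis – lysis from increased AK signal · Benchmarks – Clomiphene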
S100A4 inh HTS – blocks human S100A4 binding to myosin IIA peptide | P26447 | S100A4/TAMRA-MyoIIA peptide fluorescence polarization | inhibition, % at 10.7 µM | actives 0.14% (n = 360,000) | AID 652163;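 active = mean inhibition of at least 70% across replicates, with every replicate also reaching that level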
Target sequence (P26447 whole entry, looked up): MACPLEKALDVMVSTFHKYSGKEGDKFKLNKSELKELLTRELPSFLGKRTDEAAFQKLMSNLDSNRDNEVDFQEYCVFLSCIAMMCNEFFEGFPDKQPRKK
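Material: S100A4 monomer protein | Medium: HEPES pH 7.2 with CaCl2, KCl, NaCl, DTT, Triton | Reagent: Labelled myosin peptide probe, 5 nM | Doses: One dose per compound | Times: 5 min incubation before reading | Benchmarks: Neutral control DMSO, positive control TFP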
Statin myotox sup – suppression of simvastatin myotoxicity; C2C12 myotubes + simvastatin, ATP luminescence, 48 h; scaled: DMSO 0, geranylgeraniol control 100; rescue of ATP level, % at 7.49 µM; actives 0.78% (n = 330,000); AID 602340;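 active = mean ATP rescue above about 67%, or every replicate alone reaching that limit, limit read from the data, passing the limit was not always enough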;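 note: myotubes were challenged with 10 µM simvastatin during compound exposure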
PGC1a acetyl inh – PGC1a acetylation modulation, inhibitor mode | U2OS PGC1a acetylation, AlphaScreen anti-acetyl-lysine; with virally co-expressed GCN5 acetyltransferase | inhibition, % at 15.6 µM | actives 0.17% (n = 350,000) | AID 651687;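 active = every replicate shows inhibition of at least 40%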;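 note: 0% = neutral control wells and 100% = positive control wells; some results beyond the cut were filed as inactive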
SIRT5 inh – blocks human SIRT5 desuccinylation of peptide; Q9NXA8; Purified SirT5, succinyl-peptide AMC, trypsin-coupled fluorescence; inhibition, % at 15 µM; actives 1.1% (n = 330,000); in the data active = inhibition above about 15%
LGR2 inh – blocks bursicon-induced cAMP signaling via Drosophila LGR2; HEK293 LGR2, CRE-luciferase, bursicon-stimulated, 4 h; inhibition, % at 9.99 µM; actives 0.35% (n = 380,000); AID 720647;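 active = drop in luminescence signal, shown as inhibition above about 50% in the replicate tests, limit read from the data, passing the limit was not always enough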;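 note: agonist challenge used bursicon conditioned medium at about half maximal strength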
ERAP1 HTS inh – ERAP1 (human) enzyme inhibition; recombinant ERAP1, Leu-AMC fluorescence, 60 min; Q9NZ08; inhibition, % at 10.7 µM; AID 652197; actives 0.15% (n = 340,000);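 active = mean replicate inhibition of at least 30%, or all replicates individually reaching that 30% level; inactive = mean below 30% and not every replicate reaching it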;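 note: 0% = neutral control wells and 100% = L-leucinethiol positive control wells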
Target sequence (Q9NZ08 whole entry, looked up): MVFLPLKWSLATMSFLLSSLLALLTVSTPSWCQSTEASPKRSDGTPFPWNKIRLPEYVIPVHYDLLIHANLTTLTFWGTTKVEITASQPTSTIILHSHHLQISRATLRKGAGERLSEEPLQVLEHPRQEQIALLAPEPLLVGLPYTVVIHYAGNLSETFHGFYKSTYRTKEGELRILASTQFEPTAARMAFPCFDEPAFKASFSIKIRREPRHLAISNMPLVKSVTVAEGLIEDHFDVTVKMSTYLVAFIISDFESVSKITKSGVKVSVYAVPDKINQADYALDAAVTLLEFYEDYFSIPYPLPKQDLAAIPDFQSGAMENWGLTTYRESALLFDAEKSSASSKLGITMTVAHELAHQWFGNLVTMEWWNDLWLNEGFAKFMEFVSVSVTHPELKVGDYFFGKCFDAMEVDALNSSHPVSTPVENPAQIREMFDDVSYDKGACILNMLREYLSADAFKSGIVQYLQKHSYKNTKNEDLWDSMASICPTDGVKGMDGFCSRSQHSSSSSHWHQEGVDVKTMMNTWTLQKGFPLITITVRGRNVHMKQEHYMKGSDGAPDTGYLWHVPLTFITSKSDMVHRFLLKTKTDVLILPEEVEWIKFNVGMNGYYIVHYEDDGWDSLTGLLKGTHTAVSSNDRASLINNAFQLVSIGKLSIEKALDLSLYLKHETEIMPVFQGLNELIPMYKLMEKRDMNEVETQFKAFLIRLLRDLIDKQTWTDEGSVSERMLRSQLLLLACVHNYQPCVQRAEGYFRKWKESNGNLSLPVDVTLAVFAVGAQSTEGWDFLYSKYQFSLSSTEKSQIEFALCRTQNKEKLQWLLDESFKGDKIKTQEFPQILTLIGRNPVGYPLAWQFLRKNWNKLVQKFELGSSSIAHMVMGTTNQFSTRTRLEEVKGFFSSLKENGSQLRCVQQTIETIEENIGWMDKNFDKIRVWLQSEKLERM
* = called active by the depositor; nt = not tested or not shown.

SMILES	XiGFP reactiv	Cneo AK release	S100A4 inh HTS	Statin myotox sup	PGC1a acetyl inh	SIRT5 inh	LGR2 inh	ERAP1 HTS inh
CCC1Sc2ccc(S(=O)(=O)CCC(=O)Nc3ccc(NC(C)=O)cc3)cc2NC1=O (stereo unspecified)	0.0	-2	4	-5	nt	-3	18	-4
O=c1[nH]c(SCc2cccc(F)c2)nc2c1CCCC2	0.0	-8	nt	nt	8	nt	0	nt
COCC1CCCCN1C(=O)c1ccc(OC2CCN(Cc3ccccn3)CC2)cc1 (stereo unspecified)	-0.1	3	0	-2	nt	-4	-11	2
Cc1noc(C)c1S(=O)(=O)Nc1ccc2c(c1)C(=O)N([C@H](C)CO)C[C@H](C)[C@H](CN(C)C(=O)NC1CCCCC1)OCCCC[C@@H](C)O2	0.1	0	6	-33	nt	1	2	-4
Cc1ccc(NC(=O)CCNC(=O)Cn2ccc3ccccc3c2=O)cc1F	-0.1	0	-2	3	-3	-3	-16	-1
O=C(C[C@H]1C[C@@H]2c3cc(NC(=O)c4ccc5c(c4)OCO5)ccc3O[C@@H]2[C@H](CO)O1)NCc1cccc(F)c1	0.1	-14	-50	5	-10	-1	3	1
COc1ccccc1-c1nc(C#N)c(N2CCc3ccccc3C2)o1	nt	1	-6	-23	-11	3	-1	-1
O=C(COc1ccccc1/C=C\c1[nH]c(=O)[nH]c(=O)c1[N+](=O)[O-])Nc1ccccc1	0.0	nt	7	nt	-9	-2	-106	-1
CO[C@H]1CN(C)C(=O)c2cc(NC(=O)Nc3cccc(F)c3)ccc2OC[C@H](C)N(C(=O)C2CC2)C[C@H]1C	-0.3	-4	nt	10	6	nt	6	nt
C[C@H](CO)N1C[C@H](C)[C@H](CN(C)C(=O)C2CCC2)Oc2cc(-c3ccncc3)ccc2S1(=O)=O	-0.6	nt	nt	-21	3	nt	-8	nt
COc1ccc(CCNC(=O)C2CCCN(c3nc4ccccc4s3)C2)cc1OC (stereo unspecified)	0.3	2	4	0	nt	-1	-10	-3
O=C1c2ccccc2/C(=C\c2ccc3[nH]ccc3c2)N1c1ccccc1	-0.6	-3	1	-6	-21	nt	-21	0
Cc1cccc(NC(=S)NC(=O)c2ccc(Br)o2)c1C	-0.7	nt	1	nt	nt	-6	-8	3
O=C(COC(=O)/C=C/c1ccc(Cl)cc1Cl)NCC1CCCO1 (stereo unspecified)	-0.1	-2	-5	-3	-4	-2	-16	4
Cc1ccc(S(=O)(=O)N(C)C[C@@H]2Oc3ccc(NC(=O)CCCN(C)C)cc3CC(=O)N([C@H](C)CO)C[C@H]2C)cc1	-0.1	48	-5	-15	1	-1	-9	-1
COc1ccc(C(=O)CSc2nc3nc(C)cc(C)n3n2)cc1OC	nt	4	-3	11	7	-3	-9	3
Cc1cc(=O)nc2c3ccccc3n(CC(=O)NCCCN3CCCCC3C)n12 (stereo unspecified)	0.0	-1	6	-2	-4	-2	-12	-1
COc1ccc(-c2ccc([C@H]3[C@H](CO)N4C(=O)CN(C(=O)C5CCCC5)C[C@@H]34)cc2)cc1	0.0	nt	3	nt	-3	1	17	3
CC(=O)c1c(N2CCN(C)CC2)nc(=S)n(Cc2ccccc2)c1C	0.3	2	-9	nt	-8	nt	6	4
O=C(NCCCn1ccnc1)C1CCCN(S(=O)(=O)c2cc(Cl)ccc2Cl)C1 (stereo unspecified)	0.0	1	-3	-13	-12	-4	15	-3
CC(=O)c1c(C)nc(-c2ccc(OCC(=O)Nc3cccc(C)c3C)cc2)n1O	0.3	-2	4	1	nt	3	nt	-1
CNC(=O)C[C@H]1CC[C@H]2[C@@H](COC[C@H](O)CN2C(=O)Nc2cccc(OC)c2)O1	0.0	-2	3	3	3	-6	13	0
COc1ccc(-c2nc3ccc(C)cn3c2Cc2ccc(C)cc2)cc1OC	-0.1	13	24	10	1	-6	-16	1
O=C(NC(=S)Nc1ccc(Cl)cc1)c1cncc(Br)c1	0.2	nt	-2	nt	nt	nt	-29	-1
CC1CCCCN1S(=O)(=O)c1ccc(C(=O)N2CCOCC2)cc1 (stereo unspecified)	0.0	-2	2	5	-1	-3	-16	-2
CC1=C(C(=O)N2CCOCC2)CC(CC(=O)NCc2cccs2)C(=O)N1CCCN1CCCC1=O (stereo unspecified)	-0.1	-4	0	-3	8	-3	-16	1
CC(C)C[C@@H](CNCC(=O)[C@H](Cc1ccccc1)NC(=O)c1[nH]cnc1C(=O)N[C@@H](C)CN)NC(=O)c1nc[nH]c1C(=O)N[C@@H](C)C(=O)O	-0.2	2	-4	12	nt	2	7	2
CC(=O)O[C@@H]1[C@H]2[C@@H](C[C@@H](C)[C@@H]3CCC(=O)[C@@]13C)OC(=O)[C@@H]2C	0.1	0	9	3	1	-4	4	3
Cc1cccc(N2CCN(C(=O)C3CCN(c4ncnc5c4nc4n5CCCCC4)CC3)CC2C)c1 (stereo unspecified)	0.0	2	0	5	7	5	5	5
C(=Nn1cnnc1)c1ccc2c(c1)CCC2	0.0	82*	2	7	4	5	4	-3
O=C(O)c1ccc(-c2nc3scc(-c4ccccc4)c3c(=O)[nH]2)cc1	0.2	13	0	-48	-5	2	2	1
Cc1cccc(C(=O)Nc2cc(Cl)ccc2-n2cncn2)c1[N+](=O)[O-]	0.0	-2	-3	20	nt	2	9	2
COc1ccc(Br)cc1CN(C)C(C)C(=O)Nc1cc([N+](=O)[O-])ccc1OC (stereo unspecified)	0.1	nt	1	-34	-5	-2	23	-4
COc1cccc(C2=CC(=O)C(C(C)(C)C)N2C(C)(C)C)c1 (stereo unspecified)	0.0	1	1	4	-10	nt	1	nt
CCCN(c1ccccc1F)S(=O)(=O)c1c[nH]c(C(=O)OC)c1	-0.1	3	2	1	-5	1	10	2
Fc1ccc(NC(=S)N2CCCCC2)cc1	1.1	3	nt	-7	nt	nt	-15	nt
COc1cc(OC)c2c3c(c(C4CCCCC4)nc2c1)CCCC3	0.0	3	2	6	3	nt	11	nt
O=C1CC2(CCN(C(=O)c3c(F)cccc3Cl)CC2)Oc2ccccc21	0.1	-3	-2	14	7	1	10	-6
COC1CCN(C(=O)c2ccc(OC3CCN(CCc4ccccc4)CC3)cc2)CC1	0.0	0	-19	1	3	-2	-10	-6
C[C@H]1CN([C@@H](C)CO)C(=O)c2cccc(NC(=O)C3CC3)c2O[C@@H]1CN(C)Cc1ccc(Oc2ccccc2)cc1	-0.3	13	4	16	-9	-4	8	0
COc1ccc(NC(=O)N(C)C[C@H]2Oc3ccc(NC(=O)Cc4ccccc4)cc3CC(=O)N([C@H](C)CO)C[C@@H]2C)cc1	0.4	3	7	40	1	-1	2	2
CC(C)N1CCN(Cc2ccc(Sc3nncn3C)o2)CC1CCO (stereo unspecified)	-0.3	-1	-5	5	-7	-6	16	-5
Cc1cc(N2CCCC2)ccc1NC(=O)COc1cccc(C(F)(F)F)c1	0.4	17	3	-4	nt	-4	-1	2
C[C@@H]1CCCCO[C@@H](CN(C)S(=O)(=O)c2cn(C)cn2)[C@H](C)CN([C@@H](C)CO)C(=O)c2cc(N(C)C)ccc2O1	0.1	-2	-11	21	-6	-2	-15	1
CCOc1ccc(OCCC(=O)OCC(=O)Nc2ccc(C)c(S(=O)(=O)N3CCCCC3)c2)cc1	0.0	nt	2	nt	nt	-2	2	-1
CCN(CC)c1ccc(C=C2C(=O)OC3(CCCCC3)OC2=O)cc1	-0.1	nt	68	nt	-24	-1	-4	2
COc1ccc(N(C(=O)c2snc(C(N)=O)c2N)C(C(=O)NC2CCCCC2)c2ccc(C)o2)c(OC)c1 (stereo unspecified)	0.0	-2	-3	-20	nt	0	3	1
C[C@H](NC(=O)C[C@@H]1CC[C@@H](NC(=O)CN2CCOCC2)[C@H](CO)O1)c1ccccc1	-0.1	52	0	1	-15	8	7	-3
COC(=O)c1ccc(NC(=S)N2CCCC2)cc1	-0.6	nt	-5	nt	0	7	-28	4
O=C(NCCCO)c1cc2c(cn1)[nH]c1ccccc12	0.0	-1	-3	-37	-2	-8	-28	-3
CCOC(=O)Cc1csc(NS(=O)(=O)c2ccc([N+](=O)[O-])cc2)n1	0.1	2	-3	-6	13	-1	-1	9
Cc1cccc(N(C(=O)CCC(=O)Nc2ccccn2)C(C(=O)NC(C)C)c2ccc(F)cc2)c1 (stereo unspecified)	0.4	11	-24	-1	nt	-2	-7	2
O=C(CCSCc1ccc(Cl)cc1)NC1CCCC1	-0.5	nt	-14	nt	nt	3	4	0
C/C=C/c1ccc2c(c1)O[C@@H](CN(C)C(=O)NC1CCCCC1)[C@@H](C)CN([C@@H](C)CO)S2(=O)=O	0.0	5	3	111*	-10	2	-26	0
Cn1cnnc1SCC(=O)Nc1ccccc1C(=O)NC1CC1	nt	5	nt	13	-1	nt	-12	nt
CN(C)C(=O)C[C@@H]1CC[C@@H]2[C@H](COC[C@@H](O)CN2CC2CCOCC2)O1	0.1	-6	7	11	3	2	1	-1
Cc1ccccc1CC(=O)NCCN1CCOCC1	0.1	-1	-1	10	17	-3	-3	2
CC(=O)C1=C(Nc2ccc(C)cc2)CC(C)(O)C(C(C)=O)C1c1ccco1 (stereo unspecified)	nt	-3	-4	-1	18	nt	nt	nt
C[C@@H]1CN([C@@H](C)CO)C(=O)c2cc(NC(=O)CCCN(C)C)ccc2O[C@@H]1CN(C)S(=O)(=O)c1ccc(F)cc1	-1.0	-1	4	-21	2	-1	11	-3
O=C(NCc1cccc(F)c1)Nc1nnc([C@H]2C[C@H](O)[C@@H](CO)O2)s1	0.1	-2	-5	17	-12	nt	-11	-2

The last 4 compounds of the section above open the next one.
SMILES	XiGFP reactiv	Cneo AK release	S100A4 inh HTS	Statin myotox sup	PGC1a acetyl inh	SIRT5 inh	LGR2 inh	ERAP1 HTS inh
Cc1ccccc1CC(=O)NCCN1CCOCC1	0.1	-1	-1	10	17	-3	-3	2
CC(=O)C1=C(Nc2ccc(C)cc2)CC(C)(O)C(C(C)=O)C1c1ccco1 (stereo unspecified)	nt	-3	-4	-1	18	nt	nt	nt
C[C@@H]1CN([C@@H](C)CO)C(=O)c2cc(NC(=O)CCCN(C)C)ccc2O[C@@H]1CN(C)S(=O)(=O)c1ccc(F)cc1	-1.0	-1	4	-21	2	-1	11	-3
O=C(NCc1cccc(F)c1)Nc1nnc([C@H]2C[C@H](O)[C@@H](CO)O2)s1	0.1	-2	-5	17	-12	nt	-11	-2
Cc1ccc(S(=O)(=O)n2oc(=O)c(C3CCCCC3)c2N)cc1	0.3	-1	-3	-3	-13	nt	-1	-6
C[C@H](CO)N1C[C@H](C)[C@H](CN(C)Cc2ccc(Oc3ccccc3)cc2)Oc2c(NC(=O)C3CC3)cccc2C1=O	0.2	9	4	31	3	-2	-17	-1
COc1ccc(S(=O)(=O)N/N=C(/C)c2ccncc2)cc1OC	0.2	4	-3	7	nt	1	9	4
CC(=O)Nc1ccc(NC(=O)c2ccccc2S(=O)(=O)c2ccc([N+](=O)[O-])cc2)cc1	0.1	-2	0	1	5	4	-3	16
Cc1cccc(CC2CC(=O)N(CCc3ccc4c(c3)OCO4)C2=O)c1 (stereo unspecified)	-0.2	nt	-10	nt	1	-3	7	5

A portion of the library (hit frequency here may not be typical).
